DRD3 agonist – D3 dopamine receptor (human) agonism; P35462; D3R DiscoveRx beta-arrestin cells, luminescence, 90 min; max activation, %; actives 0.58% (n = 410,000); in the data active means max activation above about 30%; further: 0% is about no effect; mostly tested at two doses, the higher about 12 µM
Target sequence (P35462 whole entry, looked up): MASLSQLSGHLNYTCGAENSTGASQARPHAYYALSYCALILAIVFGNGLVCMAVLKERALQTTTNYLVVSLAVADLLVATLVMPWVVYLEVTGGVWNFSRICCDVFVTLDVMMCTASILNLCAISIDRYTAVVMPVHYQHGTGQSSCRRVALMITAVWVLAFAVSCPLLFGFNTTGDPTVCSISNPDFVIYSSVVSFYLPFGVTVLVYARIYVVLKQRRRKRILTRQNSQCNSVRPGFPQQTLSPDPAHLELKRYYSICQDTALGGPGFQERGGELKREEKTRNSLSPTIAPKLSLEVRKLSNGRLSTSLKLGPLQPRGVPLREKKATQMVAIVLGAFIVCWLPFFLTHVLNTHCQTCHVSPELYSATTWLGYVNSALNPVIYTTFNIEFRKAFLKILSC
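Cells at 1500/well, incubated overnight, then treated with pinned compounds (dopamine as control) for 90 min at 37 degrees C. DiscoveRx reagent added for 30 - 60 minutes at room temperature; luminescence read.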
GLP1R cytotox – cytotoxicity counter-screen for GLP-1 receptor inverse agonists; Potency, µM (highest dose often 38.3 µM), for inactives: at the top dose activity change, negative = inhibition, actives largely listed as inhibitors; HEK293 cAMP-luciferase reporter cells, luminescence, 24 h; actives 0.13% (n = 410,000);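 further: loss of luciferase light is scored as toxicity; potency means the concentration at half of the fitted maximal effect; on the % scale 0 is the no-effect control and ±100 the full control effect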
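Here, cytotoxicity is scored as loss of luminescence. The MLSMR collection was tested on cells seeded in medium containing 10% Nu serum, with a 24 hr compound exposure preceded by 12 hours of culture.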
aSyn rescue – alpha-synuclein toxicity inhibition in yeast | Yeast expressing alpha-synuclein, growth rescue, BacTiter-Glo, 24 h | Potency, µM (titrated, usually from 46.1 µM), inactives show at the highest dose growth rescue (activation), usual class: activators | actives 0.14% (n = 370,000); further: potency means the concentration at half of the fitted maximal effect; % of control where 0% means no effect; nearly all actives have a fitted effect of over 65% in size
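Readout is rescue of growth in alpha-synuclein-expressing yeast, so inhibitors of toxicity appear as activators. Growth after 24 hr at 30 deg C in galactose medium is quantified by luminescence.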
GLP1R ag – GLP-1 receptor (human) agonism; P43220; HEK293 GLP-1R CRE-luciferase, luminescence, 4-6 h; cells express a hypersensitive GLP-1R form; Potency, µM (top dose mostly 45.6 µM), for inactives: top-dose activation, usual class: activators; actives 0.007% (n = 380,000); further: potency means the concentration at half of the fitted maximal effect; % of control where 0% means no effect
PTHR1 agonist – agonists of human PTHR1 parathyroid hormone receptor. AID 743266. HEK293 GP2 PTHR1 cells, GloSensor cAMP luminescence, 1 h. Q03431. actives 0.075% (n = 410,000). Potency, µM (highest dose often 115 µM), for inactives: at the highest dose activation, most hits filed as activators; further: potency means the concentration at half of the fitted maximal effect; nearly all actives have a fitted effect of over 55% in size; some results filed as inactive show a strong effect at the top dose; inactives centre near -15; many of its hits are not listed in these tables
Target sequence (Q03431 whole entry, looked up): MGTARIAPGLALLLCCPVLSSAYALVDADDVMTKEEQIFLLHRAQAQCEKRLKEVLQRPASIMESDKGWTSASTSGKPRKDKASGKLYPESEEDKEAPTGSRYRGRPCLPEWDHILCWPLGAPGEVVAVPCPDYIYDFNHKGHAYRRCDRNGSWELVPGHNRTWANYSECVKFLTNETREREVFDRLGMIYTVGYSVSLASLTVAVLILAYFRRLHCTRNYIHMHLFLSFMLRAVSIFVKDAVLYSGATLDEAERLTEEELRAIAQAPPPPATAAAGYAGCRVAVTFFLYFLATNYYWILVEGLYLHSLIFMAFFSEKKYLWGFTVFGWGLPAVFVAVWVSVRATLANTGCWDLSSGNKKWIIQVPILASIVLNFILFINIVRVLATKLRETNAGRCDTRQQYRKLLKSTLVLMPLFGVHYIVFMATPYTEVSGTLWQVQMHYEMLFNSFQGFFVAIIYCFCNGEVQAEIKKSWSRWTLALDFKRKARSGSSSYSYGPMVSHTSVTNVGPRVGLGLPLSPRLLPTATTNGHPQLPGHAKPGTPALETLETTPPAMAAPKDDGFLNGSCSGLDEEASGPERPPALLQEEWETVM
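HEK-293-derived GP2 cells expressing PTHR1 and a GloSensor cAMP reporter, 3,000/well, plated overnight, given luciferin plus IBMX (each 0.5 mM as added) for 1 h at 37 °C, then compound for 1 h at 37 °C. Luminescence was read after 15 min at room temperature.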
KB-V1 cytotox – kills drug-selected multidrug resistant KB-V1 cells. actives 3.4% (n = 400,000). KB-V1 MDR cells viability, CellTiter-Glo, 72 h. Potency, µM (highest dose often 46.1 µM), for the others: at the highest dose activity change, negative = cytotoxicity, hits mostly cytotoxic. AID 1347076; further: potency means the concentration at half of the fitted maximal effect; on the % scale 0 is the no-effect control and ±100 the full control effect; nearly all actives have a fitted effect of over 60% in size
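Compound-treated KB-V1 multidrug-resistant cells, 72 h, 37 degrees C; viability by CellTiter-Glo. Fitted qHTS curves give the values.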
TDP43 rescue – rescues yeast growth from TDP-43 toxicity; TDP-43 expressing yeast growth rescue, BacTiter-Glo, 24 h; Potency, µM (series often up to 46.1 µM), for inactives: top-dose growth rescue (activation), usual class: activators; actives 1.8% (n = 410,000); AID 652104; further: potency means the concentration at half of the fitted maximal effect; % of control where 0% means no effect; nearly all actives have a fitted effect of over 50% in size
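Galactose-induced TDP-43 yeast, OD600=0.02, compound pinned; 24 hr, 30 deg C; BacTiter-Glo luminescence for growth. Inhibitors of TDP-43 toxicity read as activators.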
D3 antag – antagonists of human D3 dopamine receptor. AID 652054. actives 2.5% (n = 360,000). D3R cells, DiscoveRx beta-arrestin luminescence, antagonist mode; stronger effect = lower value. max response, negative = inhibition, %. P35462; in the data active means max response below about -50%; inconclusive means no clear call, values can overlap the other calls; further: on the % scale 0 is the no-effect control and ±100 the full control effect; mostly tested at two doses, the higher about 12 µM
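Cells plated overnight at 1500 cells/well, then exposed to library compounds with dopamine controls for 90 minutes at 37 degrees C. DiscoveRx reagent added for 30–60 minutes at room temperature; luminescence read, quantitative HTS format.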
GLP-1R inv ag – inverse agonists of human GLP-1 receptor. HEK293 GLP-1R CRE-luciferase, luminescence, 24 h; GLP-1R form is constitutively active. Potency, µM (highest dose often 38.3 µM), for inactives: at the top dose activity change, negative = inhibition, actives largely listed as inhibitors. actives 1.6% (n = 410,000). AID 624417; further: potency means the concentration at half of the fitted maximal effect; on the % scale 0 is the no-effect control and ±100 the full control effect; nearly all actives have a fitted effect of over 55% in size
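HEK293 cells stably co-expressing a cAMP-responsive luciferase reporter and constitutively active GLP-1R were seeded, incubated 12 h, then exposed to compounds for 24 h at 37 C. Luminescence was read 12 min after detection reagent; inverse agonists lower signal.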
* = called active by the depositor; i = inactive; ? = inconclusive; . = not tested or not shown; [ ] = dose if it differs, or a comment. Unless noted, the call rests on the fitted dose curve; in most records, active means well fitted curve in the direction sought with a large enough effect; inconclusive means small, poorly fitted or top-dose-only effect, or another doubt; inactive means no such curve, though single readings can be large; an effect the other way counts as inactive or inconclusive. This is a subset. The share of hits here may be higher or lower than overall.

SMILES | DRD3 agonist | GLP1R cytotox | aSyn rescue | GLP1R ag | PTHR1 agonist | KB-V1 cytotox | TDP43 rescue | D3 antag | GLP-1R inv ag
CC(C)C(=O)Nc1ccc(C(=O)N2CCCCCC2)cc1 | 1.8 | -6.6% | . | -9.0% | i | -10.2% | 3.6% | 45.9 | 20.5%
Cn1c(=O)c2cc(C(=O)NCCCN3CCN(c4cccc(Cl)c4)CC3)sc2c2ccccc21 | -30.9 | -2.7% | . | . | -26.5% | -8.5% | -9.1% | . | 4.6%
CCCSc1nc2sc3c(c2c(=O)[nH]1)CC(C)(CC)OC3 (stereo not drawn) | -5.0 | -0.5% | 0.8% | 12.9% | -4.2% | 0.5% | -4.8% | -2.8 | -8.3%
CCOC(=O)c1c(S(=O)(=O)NCC(=O)Nc2ccc(C)cc2)c(C)n(C)c1C | -3.8 | 1.1% | -3.7% | -1.5% | -1.5% | 25.5% | -9.8% | -0.3 | -8.7%
O=C(CCCOc1ccc(Cl)cc1Cl)Nc1cccnc1 | 2.3 | -11.1% | 17.3% | 22.9% | -3.4% | 18.4µM* | ? | 2.4 | 15.5%
CC1CN(Cc2ccccc2)C(=O)NC1=O (stereo not drawn) | 13.7 | -6.8% | 6.7% | 7.7% | i | 20.3% | -10.3% | -24.7 | 0.0%
COc1ccc(CC(=O)N2CCN=C2SC)cc1 | 6.4 | -9.7% | 1.0% | -3.9% | -15.0% | 35.8% | 15.2% | 27.6 | 17.1%
O=C(O)C1CC=CCC1C(=O)c1ccccc1 (stereo not drawn) | 10.8 | 3.1% | -1.8% | 4.7% | ? | ? | 8.7% | 18.8 | -7.4%
O=C(Nc1c(Cl)ccc2nsnc12)c1ccc([N+](=O)[O-])o1 | -5.1 | -8.1% | -3.9% | -6.2% | i | ? | 29.1% | -2.6 | 1.3%
COC(=O)c1cc(NC(=O)Cc2ccc(OC)c(OC)c2)cc(C(=O)OC)c1 | 0.4 | -1.5% | 0.6% | 4.8% | i | -15.5% | ? | 13.7 | 49.4%[activator]
C=CCOc1ccc(/C=C2\SC(=S)N(CCC(=O)O)C2=O)cc1 | 2.2 | -28.3% | 5.4% | 1.5% | -10.1% | 4.3% | 13.0% | -7.1 | 11.5%
Cc1onc(-c2ccccc2)c1C(=O)Nc1ccc(Br)cc1Cl | 1.6 | -1.2% | -0.7% | -2.8% | -26.7% | . | -6.3% | 18.9 | -16.4%
O=C(Nc1ccc2nc3n(c(=O)c2c1)CCCC3)c1cncc(Br)c1 | 0.2 | -5.8% | 0.0% | -4.8% | -29.4% | -6.3% | 8.3% | 0.0 | 13.1%
COc1ccccc1NC(=O)CSc1nnc(-c2ccc(C)cc2)o1 | -1.9 | -5.4% | -13.1% | -0.1% | i | -16.1% | 3.4% | -22.5 | 0.0%
COc1ccccc1N(CC(=O)NCc1ccco1)C(=O)CCC(=O)Nc1ccccn1 | -4.3 | 0.5% | -4.0% | 5.7% | 2.3% | -16.4% | -11.3% | -2.2 | -11.2%
CCN(CCNc1ccc(Cl)cc1[N+](=O)[O-])C(=O)c1cc([N+](=O)[O-])c(N(C)C)cc1OC | 6.2 | -19.7% | 2.3% | -0.8% | i | ? | -22.2% | -16.2 | 11.6%
O=C(NCCc1csc(-c2cccc(F)c2)n1)c1ccc(Br)o1 | 7.5 | -4.6% | . | . | i | 10.1% | 31.6µM* | . | ?
CN(c1ccc(OCc2nnc(-c3ccccc3)o2)cc1)S(=O)(=O)c1ccccc1 | -6.6 | 7.9% | 7.6% | 3.3% | -31.0%[inhibitor][57.5 µM] | -16.9% | 11.8% | -15.0 | ?
COc1ccc(OCc2cn3c(C)cc(C)nc3n2)cc1 | 7.4 | 4.0% | 0.0% | 1.7% | -35.3%[inhibitor] | 11.9% | 12.7% | 2.1 | 17.9%
CCCCOC(=O)c1ccc(Nc2nc3ccc(C)cc3n3cnnc23)cc1 | 3.1 | -3.7% | . | . | i | 9.5% | 5.7% | . | 3.7%
COc1ccc(Nc2ncc3c(n2)CCN(Cc2cc(Br)cs2)C3)c(OC)c1 | -10.5 | 9.6% | . | . | -9.8% | 0.1% | ? | . | -0.1%
O=C(CCC1CCCCC1)Nc1nccs1 | -12.4 | 3.5% | -7.4% | 1.1% | -16.0% | -5.8% | 10.7% | -10.0 | -13.3%
Cc1cccc(NC(=O)COc2ccc(/C=C\c3[nH]c(=O)[nH]c(=O)c3[N+](=O)[O-])cc2)c1 | -7.4 | -7.2% | -0.2% | -4.4% | -9.8% | 6.1% | -5.1% | 3.3 | 19.9%
Cc1cccc(C)c1NC(=O)CNC(=O)c1ccccc1OCc1ccccc1 | -3.4 | 9.3% | 1.6% | 8.0% | i | ? | 9.8% | 2.9 | -25.8%
NS(=O)(=O)c1ccc(CCNC(=O)c2ccc3nc(Cc4ccccc4)oc3c2)cc1 | 10.8 | 6.5% | . | . | -13.7% | 24.0% | 14.2% | . | 13.3%
CCOC(=O)c1noc2c1CCC2 | -1.2 | 0.5% | -5.1% | . | i | 3.6% | 24.4% | 20.9 | 18.1%
O=C(C=Cc1cccs1)c1ccc(Cl)s1 | -10.8 | -8.1% | -6.7% | 2.7% | -22.9% | ? | -13.8% | -14.6 | ?
Cc1c(NC(=O)COC(=O)c2ccccc2Cl)c(=O)n(-c2ccccc2)n1C | 0.0 | 0.8% | 2.5% | 3.4% | i | 4.8% | ? | 15.0 | -5.4%
Cc1ccccc1C(=O)Nc1nnc(SCc2cc(=O)n3ccccc3n2)s1 | 8.6 | 5.1% | . | . | -27.6% | . | 0.0% | . | 8.8%
O=C(C1CCN(S(=O)(=O)c2cccc3nsnc23)CC1)N1CCc2ccccc2C1 | 0.5 | -3.8% | 4.1% | -8.8% | i | 0.0% | 19.0% | -6.2 | ?
Cc1nc2n(n1)C(c1ccccc1)C1=C(CC(c3ccco3)CC1=O)N2 (stereo not drawn) | 0.0 | 2.1% | -6.4% | -6.4% | -27.0% | 7.8% | 5.0% | -18.4 | -15.5%
O=C(COC(=O)CNC(=O)c1ccccc1)Nc1ccccc1Cl | -10.9 | 1.0% | -1.7% | 10.0% | i | 0.0% | -14.2% | -8.8 | 2.0%
COc1ccc(CN2CCN(C(=O)c3ccccc3C(=O)c3ccccc3)CC2)cc1OC | -6.2 | -2.6% | 0.9% | 6.5% | i | 16.4µM* | 15.0% | 11.2 | 13.7%
O=C(COC(=O)c1ccc(F)cc1)Nc1ccc2c(c1)OCO2 | -13.8 | 9.7% | -9.2% | 1.2% | -14.0% | -0.4% | -6.1% | -11.7 | 2.5%
CC(Sc1nnc(C2CC2)n1C)C(=O)Nc1ccc(N2CCOCC2)cc1 (stereo not drawn) | -3.9 | 13.4% | -1.2% | -3.0% | i | -2.5% | 14.4% | 0.0 | 12.6%
O=C(C1=C[C@@H](c2coc3ccccc3c2=O)C[C@@H](OCc2ccc(CO)cc2)O1)N1CCN(Cc2ccccc2)CC1 | -39.8 | -21.3% | 4.8% | 8.0% | -16.1% | -5.0% | -4.4% | 3.3 | ?
CC1(/[N+]([O-])=C\c2ccccc2F)CCCCC1=O (stereo not drawn) | 10.5 | -3.3% | -4.0% | 4.1% | i | 27.0% | 8.0% | 0.8 | 5.7%
CCCS(=O)(=O)N1CCC(C(=O)NC2CCCC(C)C2C)CC1 (stereo not drawn) | 2.3 | 23.1% | -1.0% | 24.5% | -16.2%[57.5 µM] | 2.5% | -7.6% | -3.4 | -3.4%
Cc1c(C(=O)O)c(=O)n(-c2ccccc2)n1-c1ccccc1 | 3.7 | 2.6% | -4.2% | -7.1% | i | -17.8% | 0.4% | -1.6 | 14.6%
CCCCNC(=O)C(C)N(CCN(C)C)C(=O)CCCCCN1C(=O)NC(c2ccc(Cl)cc2)C(C(=O)OCc2ccccc2)=C1C (stereo not drawn) | -22.8 | ? | -5.2% | -0.9% | i | -0.2% | 15.6% | -6.3 | ?
Cc1ccc(-c2nnn3c2nc(N2CCC(C)CC2)c2ccccc23)cc1 | 2.5 | -7.6% | . | -0.1% | -1.6% | 0.0% | 12.1% | . | -10.7%
Cc1ccc(S(=O)(=O)N2CCN(S(=O)(=O)N3CCCCC3)CC2)cc1 | 4.1 | -0.7% | 6.3% | -9.4% | -2.7%[57.5 µM] | 8.9% | 3.0% | 12.1 | 3.6%
CCOC(=O)c1c(C)nc2c(c1-c1ccc(OC)c(OC)c1)C(=O)c1ccccc1-2 | -0.9 | 28.0% | -0.9% | 0.7% | i | 0.0% | -9.3% | -16.9 | 0.9%
CN1CCN(C(=O)C2=C[C@@H](c3ccc(C(F)(F)F)cc3)C[C@@H](OCCCCO)O2)CC1 | 5.8 | 8.9% | -0.5% | -1.6% | -15.3% | 18.1% | 18.5% | 3.4 | 3.8%
CCOC(=O)c1ccc(Nc2nc(C)nc3c2nnn3Cc2ccccc2)cc1 | 4.7 | -29.4% | 8.9% | -5.3% | i | 12.1% | -6.5% | 10.6 | ?
COc1ccc(CNC(=O)CS(=O)Cc2nc(-c3cccc(C)c3)oc2C)cc1 (stereo not drawn) | 2.0 | 2.6% | . | . | i | -3.5% | 0.0% | . | 10.6%
Cc1ccccc1-c1cc2nc(-c3ccc([N+](=O)[O-])cc3)cc(=O)n2[nH]1 | -0.1 | -3.2% | 1.3% | 4.8% | -15.2% | -16.6% | -0.9% | 2.3 | 5.5%

Only TDP43 rescue, for two of the compounds above:
SMILES,TDP43 rescue
COc1ccc(CNC(=O)CS(=O)Cc2nc(-c3cccc(C)c3)oc2C)cc1 (stereo not drawn),0.0%
Cc1ccccc1-c1cc2nc(-c3ccc([N+](=O)[O-])cc3)cc(=O)n2[nH]1,-0.9%

Screening data from PubChem BioAssay.
